Apoferritin bind = qHTS Assay for Identification of Novel General Anesthetics; Ferritin light chain (Equus caballus), P02791; apoferritin/1-aminoanthracene competitive binding, fluorescence; Potency, µM (titrated, usually from 77.5 µM), without a hit: at the top dose activity change, negative = displacement, most hits filed as inhibitors; 0.074% of 350,000 active; AID 485281, 2010; further: potency means the concentration at half of the fitted maximal effect; on the % scale 0 is the no-effect control and ±100 the full control effect; nearly all actives have a fitted effect of over 20% in size
Target sequence (P02791 2-175 limits assumed): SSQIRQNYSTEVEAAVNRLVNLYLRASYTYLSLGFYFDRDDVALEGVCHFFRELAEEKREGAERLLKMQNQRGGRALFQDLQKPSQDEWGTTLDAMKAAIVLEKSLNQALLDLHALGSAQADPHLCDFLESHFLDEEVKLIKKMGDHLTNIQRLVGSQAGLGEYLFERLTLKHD
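Read-out: endpoint 1-AMA fluorescence, excitation 380 nm and emission 535 nm, after compounds sit 10 min at room temperature with 10 uM horse-spleen apoferritin in 50% saturated 1-AMA/PBS. Values come from four-parameter Hill fits.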
Pol kappa inh = qHTS for Inhibitors of Polymerase Kappa; DNA polymerase kappa (Homo sapiens), Q9UBT6; purified Pol kappa, fluorescent DNA synthesis assay, 10 min; Potency, µM (doses to about 107 µM), for the others: at the highest dose activity, negative = inhibition, hits mostly inhibitors; 0.53% of 400,000 active; further: potency means the concentration at half of the fitted maximal effect; on the % scale 0 is the no-effect control and ±100 the full control effect
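Kinetic fluorescence screen: compound preincubated 15 min RT with 10 nM enzyme; 50 nM substrate (final) initiates; reads at 0/10 min.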
Pol beta inh = qHTS Assay for Inhibitors of DNA Polymerase Beta; Potency, µM (highest dose often 114 µM), inactives show top-dose activity change, negative = inhibition, usual class: inhibitors; Pol beta primer extension/strand displacement, fluorescence kinetic; 1.3% of 340,000 active; further: potency means the concentration at half of the fitted maximal effect; on the % scale 0 is the no-effect control and ±100 the full control effect
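Preincubation: enzyme (10 nM) with compound, 15 min, RT. Reaction: substrate added to 50 nM final. Reads: 0 and 10 min. Analysis: normalized, Hill fit.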
APE1 inh = qHTS Assay for Inhibitors of the Human Apurinic/apyrimidinic Endonuclease 1 (APE1). recombinant APE1, TAMRA/BHQ-2 abasic DNA cleavage fluorescence. Potency, µM (doses to about 65.8 µM), without a hit: at the highest dose activity change, negative = inhibition, hits mostly inhibitors. 0.35% of 350,000 active;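 further: potency means the concentration at half of the fitted maximal effect; plate controls were vehicle for no effect and reference inhibitor for full effect; nearly all actives have a fitted effect of over 55% in size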
Target sequence (P27695 whole entry, looked up): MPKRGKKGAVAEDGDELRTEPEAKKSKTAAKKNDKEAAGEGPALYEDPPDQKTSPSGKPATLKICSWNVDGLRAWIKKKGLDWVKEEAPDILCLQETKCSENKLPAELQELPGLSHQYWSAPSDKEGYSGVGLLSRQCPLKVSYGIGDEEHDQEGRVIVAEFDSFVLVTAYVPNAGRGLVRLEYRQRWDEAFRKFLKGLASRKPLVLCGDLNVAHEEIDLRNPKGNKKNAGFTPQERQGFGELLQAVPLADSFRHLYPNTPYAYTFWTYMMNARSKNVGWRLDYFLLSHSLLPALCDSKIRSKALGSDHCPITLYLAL
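0.75 nM APE1 + cpd, 15 min RT; start w/ 50 nM TAMRA/BHQ-2 THF-abasic dsDNA; kinetic fluor 525/598 nm ×3 reads @60 s; Δ(read3−read1); normalized to DMSO and NSC13755 control wells.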
LDHA inh = qHTS assay for inhibitors of human lactate dehydrogenase. purified LDHA, NADH/diaphorase-resazurin fluorescence; hits give low values. 0.15% of 480,000 active. activity change, % (values are at about 110 or 230 µM). AID 1347041, 2019; in the data active means activity change below about -30%; inconclusive means mostly about -25% to -30%;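 further: plate controls were DMSO wells for no effect and wells without enzyme for full effect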
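Human LDH5 at 2 nM final in Tris HCl pH 7.4 with 0.06 mM NADH and 0.2 mM pyruvate, reacted 5 minutes at room temperature. Remaining NADH coupled via diaphorase/resazurin; resorufin fluorescence read at 0 and 20 minutes, normalized to enzyme-free and DMSO wells.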
POLH inh = qHTS for Inhibitors of Polymerase Eta; DNA polymerase eta (Homo sapiens), Q9Y253; recombinant Pol eta, fluorescent DNA replication assay; Potency, µM (top dose mostly 114 µM), for inactives: at the highest dose activity change, negative = inhibition, actives largely listed as inhibitors; 1.2% of 390,000 active; AID 588591, 2011; further: potency means the concentration at half of the fitted maximal effect; on the % scale 0 is the no-effect control and ±100 the full control effect
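Pol eta (10 nM) was preincubated with compounds for 15 min at room temperature, after which fluorescent replication substrate (50 nM final) was added to start the reaction. Fluorescence was read kinetically at 0 and 10 min.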
Pol iota inh = qHTS for Inhibitors of Polymerase Iota; Pol iota fluorescent replication assay, 10 min; Potency, µM (titrated, usually from 115 µM), without a hit: at the top dose activity, negative = inhibition, hits mostly inhibitors; 1% of 390,000 active; AID 588590, 2011; further: potency means the concentration at half of the fitted maximal effect
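Pol iota at 10 nM preincubated 15 min with compounds at room temperature; reaction started with fluorescent substrate, 50 nM final. Fluorescence read kinetically at 0 and 10 min; buffer-only wells as negative control.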
Glioma ERSR ind = qHTS for Inducers of the Endoplasmic Reticulum Stress Response (ERSR) in Human Glioma: qHTS; 0.02% of 420,000 active; U87-MG GRP78 promoter luciferase reporter, 16 h; Potency, µM, for the others: at the highest dose activation, usual class: activators; further: potency means the concentration at half of the fitted maximal effect; series mostly up to about 76 µM; % of control where 0% means no effect; nearly all actives have a fitted effect of over 35% in size
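Stably transfected U87-MG glioma cells carrying a GRP78-based luciferase sensor; 16 h compound incubation. Luminescence end-point read 10 min after Bright-Glo addition at room temperature.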
BLM helicase inh = qHTS Assay for Inhibitors of Bloom's syndrome helicase (BLM); RecQ-like DNA helicase BLM (Homo sapiens), P54132; recombinant BLM DNA unwinding, fluorescence dequenching; Potency, µM (titrated, usually from 56.1 µM), for the others: at the highest dose activity change, negative = inhibition, actives largely listed as inhibitors; 0.2% of 350,000 active; AID 2528, 2010;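 further: potency means the concentration at half of the fitted maximal effect; plate controls were vehicle for no effect and no enzyme for full effect; nearly all actives have a fitted effect of over 35% in size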
* marks the source's active call; other numbers are inactive results; ? = inconclusive; . = no result given; & = joins results of further samples; [ ] = dose if it differs, or a comment. Unless noted, the call rests on the fitted dose curve; in most records, active means well fitted curve in the direction sought with a large enough effect; inconclusive means small, poorly fitted or top-dose-only effect, or another doubt; inactive means no such curve, though single readings can be large; an effect the other way counts as inactive or inconclusive.

Each structure is followed by: Pol beta inh | BLM helicase inh | APE1 inh | Pol iota inh | POLH inh | LDHA inh | Glioma ERSR ind | Pol kappa inh | Apoferritin bind
#1 CCCCC(C(=O)NCCC(C)C)N(CCCN1CCOCC1)C(=O)c1snc(C(N)=O)c1N (centres undefined)
  2% | -1% | 5% | 34%[activator] | -10% | 6 | -3% | 0% | -7%
#2 COc1ccc(CCNC(=O)CCCn2c(=O)c3ccccc3n(Cc3cccc(Cl)c3)c2=O)cc1OC
  1% | -1% | . | -13% | -7% | -17 | -6% | -1% | 30%
#3 Cn1cc(S(=O)(=O)N2CCCC2)cc1C(=O)N1CCN(c2cccc(Cl)c2)CC1
  ? | -2%&1% | 31% | 12%&19% | -24%&-17% | -2&-4 | -3%&-1% | -2%&0% | -5%&-14%
#4 Brc1cccc(-c2nnc3sc(CN4CCCCC4)cn23)c1
  8% | 2% | 0% | -1%[58.9 µM] | 10% | -5 | -2% | 5% | -14%
#5 O=C(CSc1nnc(-c2ccccc2)c(-c2ccccc2)n1)NCc1ccco1
  3% | -3% | 3% | 10% | -2% | -4 | -5% | -11% | -8%
#6 CS(=O)(=O)c1ccc(CNC(=O)C2(C(F)(F)F)CC(CCCO)CCCO2)cc1 (centres undefined)
  . | 2% | 18% | 19%&-14% | -14% | 2 | -5%&-1% | 5%&-7% | 4%
#7 CCN(CC)S(=O)(=O)c1cc(NC(=O)CSc2nc3c(cc2C#N)C(=O)CC(C)(C)C3)ccc1C
  17% | 0% | 0% | 130%[activator] | -24% | -3 | 1% | -3% | -15%
#8 O=C(c1cccc([N+](=O)[O-])c1)N1CCN(CCc2ccncc2)CC1
  -16% | -1% | . | -14% | 3% | 1 | 1% | -6% | 4%
#9 O=S(=O)(c1ccccc1)N1CCN(C(=S)Nc2ccc(F)cc2)CC1
  -1% | -5% | -4% | 11% | -26% | -2 | -5% | -6% | -13%
#10 Cc1nnc(NC(=O)CSCc2cc(=O)c3ccc(C)c(C)c3[nH]2)s1
  8% | -5% | . | -16% | -3% | 6 | -3% | 1%[60.1 µM] | -9%
#11 COc1ccccc1NC(=O)CC(c1ccc(OC(C)C)cc1)c1ccccc1OC (centres undefined)
  22% | 0% | 7% | -3% | -21% | 1 | -1% | 4% | 85%[activator]
#12 O=C1NC(=O)C2C1C(c1ccc([N+](=O)[O-])cc1)=NN2Cc1ccccc1 (centres undefined)
  -1% | -4% | -1% | 0% | -16% | -1 | -1% | -4% | ?
#13 CNC(=O)c1cccc(NC(=O)CCCNC(=O)c2ccc(Cl)cc2)c1
  13% | 1% | -13% | 76%[activator] | -19% | -4 | -3% | 6% | -4%
#14 COc1ccc(N2CCN(C(=O)c3ccc(-c4ccccc4)cc3)CC2)cc1
  -9% | -12% | 7% | -4% | -9% | 2 | -2% | 18% | -3%
#15 CCOCCCNC(=O)CN1C(=O)COc2ccc(S(=O)(=O)N3CCC(C)CC3)cc21
  ? | -4% | -2% | -17% | -4% | -5 | -4% | -3% | -8%
#16 CCC1CCCCN1C(=O)c1cc(COc2ccc(-n3cncn3)cc2)on1 (centres undefined)
  41% | 0% | -2% | 15% | -20% | -5 | 0% | -9% | ?
#17 CCOc1cc(/C=N/NC(=O)C(O)(c2ccccc2)c2ccccc2)ccc1OC(=O)c1ccco1
  . | . | . | 29% | -21% | -9 | -3% | -13% | .
#18 COc1ccc(NC(=O)N(O)C2(C#N)CCCCC2)cc1
  . | . | . | -17% | -10% | -5 | 9% | -15% | .
#19 Cc1ccccc1Cc1c(C)nc2c(C(=O)NCc3ccc4c(c3)OCO4)cnn2c1C
  4% | -2% | 0% | -12%[58.9 µM] | -11% | -1 | -5% | 4% | -15%
#20 Cc1ccc(C(=O)Nc2ccc(C(=O)OCc3cc(=O)n4ccsc4n3)cc2)cc1
  ? | -11% | 15% | ? | -11% | -4 | -1% | -1%[60.1 µM] | 20%
#21 Cc1nc(N2CCN(c3ccccc3F)CC2)[nH]c(=O)c1C
  52% | 3% | -1% | 1% | 4% | -4 | -4% | 2% | -2%
#22 O=C(CSc1nc2ncccc2[nH]1)Nc1ccc2c(c1)OCCO2
  2% | -4% | 5% | 3% | ? | 1 | -2% | -6% | -5%
#23 CC1CCCCN1C(=O)CNCc1ccc(F)cc1 (centres undefined)
  27% | 1% | -5% | 162%[activator] | -5% | -19 | 4% | -12% | 5%
#24 Cc1cccn2cc(CCNS(=O)(=O)c3ccc([N+](=O)[O-])cc3)nc12
  -11% | -1% | -2% | 10% | -20% | 1 | -4% | 2% | -4%
#25 COc1ccc(-c2ccc(C(=O)O)c(=O)[nH]2)cc1
  -2% | 2% | -6% | -21% | -4% | 8 | 2% | -2% | 0%
#26 Cn1cnnc1SCC(=O)Nc1nc(-c2ccccc2)cs1
  16µM* | -22% | ? | 38%[activator] | -10% | -4 | -1% | -5% | -6%
#27 COc1ccc(C(=O)N2CCCC2(C#N)c2ccccc2)cc1[N+](=O)[O-] (centres undefined)
  -4% | -3% | 56%[activator] | -14% | -12% | -2 | -2% | 9% | -6%
#28 O=C(NCCC1CCCCN1S(=O)(=O)c1ccccc1)C(=O)NCCN1CCOCC1 (centres undefined)
  . | . | -4% | 30% | 0% | -5 | -4% | -17% | .
#29 Cc1c(Cl)cccc1N=C1SCCN1C(=O)CN1C(=O)NC2(CCCC2)C1=O
  . | . | -14% | 7% | ? | 2 | -7% | -1% | .
#30 C=CCn1c(C(C)NC(=O)COC)nc2ccccc21 (centres undefined)
  -12% | 1% | -1% | 24% | -12% | -3 | -2% | 6% | 6%
#31 COc1nc(-c2ccc(Cl)cc2)nnc1C
  36% | -7% | 3% | -24% | -12% | -1 | 5% | 6% | -8%
#32 O=c1cnc2cnc(N3CCOCC3)nc2n1Cc1ccc(F)cc1
  . | 2% | 2% | . | . | . | -3% | -3%[60.1 µM] | .
#33 O=C(NC1CCCCC1)C(c1ccccn1)N(C(=O)Cc1cccs1)c1ccc(Cl)cc1 (centres undefined)
  -23% | -3% | -2% | -3% | -17% | 2 | -4% | -9% | -10%
#34 COC(=O)c1ccc(OC(=O)c2cccnc2SC)cc1
  15% | 2% | -5% | 30% | -4% | 2 | 0% | -5% | -6%
#35 Fc1ccc(C(c2nnnn2Cc2ccco2)N2CCN(C3CCCCC3)CC2)cc1 (centres undefined)
  -8% | -1% | -2% | 5% | -15% | 0 | -4% | 4% | -5%
#36 O=C(O)c1[nH]c2ccccc2c1NS(=O)(=O)Cc1ccccc1
  -2% | -1% | -4% | 12% | -3% | -2 | 1% | -10% | -3%
#37 CCCCCCCCNc1ccccc1S(=O)(=O)NCc1ccccc1
  . | . | -28% | -3% | -21% | 2 | 3% | -15% | .
#38 COCCCN(C(=O)Nc1ccccc1)C(C)c1ccncc1 (centres undefined)
  12% | -1% | -2% | 7% | -8% | -7 | 0% | -15% | -6%
#39 Cc1cc(NC(=O)CSc2nc(-c3ccccc3)nc3c2c(=O)n(C)c(=O)n3C)no1
  43% | -1% | -5% | -17% | -11% | 0 | -1% | 9% | -3%
#40 CN1CCN(C(=O)c2cnn(-c3ccc(F)cc3F)c2C2CCN(C(=O)OC(C)(C)C)CC2)CC1
  38% | 0% | . | -5% | -3% | -5 | -2% | 4% | -2%
#41 CCOc1ccccc1CNC(=O)c1cnc2sc(N3CCCCCC3)nn2c1=O
  17% | 3% | . | 8% | -13% | -10 | -2% | 3% | 8%
#42 Cc1cc(OC(=O)c2ccc(F)cc2)c([N+](=O)[O-])c(=O)[nH]1
  -18% | -4% | 9% | -16% | -8% | -2 | -2% | 2% | -7%
#43 CC(=O)Nc1sc2c(c1C#N)CCCC2
  23% | -1% | 0% | 12% | 3% | -8 | 3% | -12% | -2%

Compounds from the list above containing an NH in an aromatic ring (six):
Each structure is followed by: Pol beta inh | BLM helicase inh | APE1 inh | Pol iota inh | POLH inh | LDHA inh | Glioma ERSR ind | Pol kappa inh | Apoferritin bind
#10 Cc1nnc(NC(=O)CSCc2cc(=O)c3ccc(C)c(C)c3[nH]2)s1
  8% | -5% | . | -16% | -3% | 6 | -3% | 1%[60.1 µM] | -9%
#21 Cc1nc(N2CCN(c3ccccc3F)CC2)[nH]c(=O)c1C
  52% | 3% | -1% | 1% | 4% | -4 | -4% | 2% | -2%
#22 O=C(CSc1nc2ncccc2[nH]1)Nc1ccc2c(c1)OCCO2
  2% | -4% | 5% | 3% | ? | 1 | -2% | -6% | -5%
#25 COc1ccc(-c2ccc(C(=O)O)c(=O)[nH]2)cc1
  -2% | 2% | -6% | -21% | -4% | 8 | 2% | -2% | 0%
#36 O=C(O)c1[nH]c2ccccc2c1NS(=O)(=O)Cc1ccccc1
  -2% | -1% | -4% | 12% | -3% | -2 | 1% | -10% | -3%
#42 Cc1cc(OC(=O)c2ccc(F)cc2)c([N+](=O)[O-])c(=O)[nH]1
  -18% | -4% | 9% | -16% | -8% | -2 | -2% | 2% | -7%

An excerpt (hit frequency here may not be typical).
